HCMV antiviral: human cytomegalovirus inhibition; HFF cells, HCMV-luciferase reporter, 72 h; hits give low values; activity change, negative = inhibition, % at 57.5 µM; hit rate 4.5% among 410,000; AID 1259415; in the data active means activity change below about -60%; inconclusive means no clear call, values can overlap the other calls; inactive means above about -39%
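Cell-based, HFFs, 1000 cells/well, 16 h 37C; cpds in DMSO + HCMV-luc, MOI 1 PFU/cell; 72 h 37C; OneGlo luminescence after 5 min RT; norm. to buffer vs Salinomycin 10uM.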
HCV inh: blocks hepatitis C virus; Huh7.5.1 HCVcc-Cre infection, luciferase reporter, 44 h; Potency, µM (series often up to 41.8 µM), without a hit: at the top dose activity change, negative = inhibition, hits mostly inhibitors; hit rate 3.4% among 340,000; AID 651820; further: potency means the concentration at half of the fitted maximal effect
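Infectious HCV cell culture screen: compound-treated cells (1,000/well, pre-plated 4 h) are infected with HCVcc-Cre at roughly 0.5 moi and grown 44 h. Infection is quantified by luciferase signal after 15 min substrate incubation at room temperature.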
LmPK inhibitor: blocks Leishmania mexicana pyruvate kinase activity; purified LmPK, Kinase-Glo ATP luminescence, 1 h; Potency, µM (highest dose often 57.5 µM), for inactives: at the top dose activity change, negative = inhibition, most hits filed as inhibitors; hit rate 0.37% among 290,000; further: potency means the concentration at half of the fitted maximal effect
Target sequence (Q27686 whole entry, looked up): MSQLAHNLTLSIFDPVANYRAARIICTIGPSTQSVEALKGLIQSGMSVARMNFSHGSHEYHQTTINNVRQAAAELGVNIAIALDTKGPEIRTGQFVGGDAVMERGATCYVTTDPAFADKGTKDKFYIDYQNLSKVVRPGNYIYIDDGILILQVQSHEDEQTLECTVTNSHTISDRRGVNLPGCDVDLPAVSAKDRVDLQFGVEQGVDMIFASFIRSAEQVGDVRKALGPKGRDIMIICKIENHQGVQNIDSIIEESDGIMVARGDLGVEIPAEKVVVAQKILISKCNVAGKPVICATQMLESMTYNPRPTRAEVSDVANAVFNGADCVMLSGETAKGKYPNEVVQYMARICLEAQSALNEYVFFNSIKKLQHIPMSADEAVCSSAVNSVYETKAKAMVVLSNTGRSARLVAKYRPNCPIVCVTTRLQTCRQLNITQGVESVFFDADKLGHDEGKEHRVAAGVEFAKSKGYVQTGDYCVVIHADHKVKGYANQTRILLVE
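Purified LmPK (0.1 nM) converted ADP (0.1 mM) to ATP with PEP (0.5 mM) in imidazole buffer pH 7.2 with KCl and MgCl2, 1 h at room temperature. ATP was read by Kinase-Glo luminescence; data normalized to uninhibited and no-enzyme controls.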
AMA1-RON2 inh: AMA1-RON2 (P. falciparum) interaction inhibition | AlphaScreen AMA1-biotinylated RON2 peptide binding | Potency, µM (series often up to 58.2 µM), without a hit: at the top dose activity change, negative = inhibition, actives largely listed as inhibitors | hit rate 0.2% among 360,000 | AID 720542;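 further: potency means the concentration at half of the fitted maximal effect; 0% = vehicle wells and -100% = peptide control; nearly all actives have a fitted effect of over 45% in size; some results filed as inactive show a strong effect at the top dose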
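AMA1 (3D7) with his tag at 25 nM final met compounds first, then biotinylated RON2 peptide at 25 nM; detection used donor plus acceptor beads, 10 µg/mL apiece, read by AlphaScreen after 30 min at room temperature.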
AmpC no deterg: blocks E. coli AmpC beta-lactamase in detergent-free assay. Potency, µM (series often up to 57.1 µM), without a hit: at the top dose activity change, negative = inhibition, usual class: inhibitors. P00811. hit rate 0.52% among 330,000. AmpC nitrocefin hydrolysis, absorbance 480 nm, 0.0001% Triton;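 further: potency means the concentration at half of the fitted maximal effect; plate controls were no compound for no effect and no enzyme for full effect; nearly all actives have a fitted effect of over 20% in size; some results filed as inactive show a strong effect at the top dose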
Target sequence (P00811 whole entry, looked up): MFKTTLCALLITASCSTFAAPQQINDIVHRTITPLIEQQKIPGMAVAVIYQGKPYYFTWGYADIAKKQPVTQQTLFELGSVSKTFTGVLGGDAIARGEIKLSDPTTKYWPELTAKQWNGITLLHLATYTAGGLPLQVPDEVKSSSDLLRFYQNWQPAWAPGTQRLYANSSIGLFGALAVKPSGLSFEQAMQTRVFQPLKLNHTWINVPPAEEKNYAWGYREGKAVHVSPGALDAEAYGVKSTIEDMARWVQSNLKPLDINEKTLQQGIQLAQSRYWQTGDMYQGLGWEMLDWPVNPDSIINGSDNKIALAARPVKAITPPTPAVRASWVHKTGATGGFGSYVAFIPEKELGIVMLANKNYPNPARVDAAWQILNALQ
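20 mM phosphate pH 7.0 + 0.01% (detergent screen) or 0.0001% Triton X-100; 5.3 nM AmpC reagent; cpd preinc 15 min RT; nitrocefin (800 uM stock) to start; A480 q20 s × 4 min; Activity was normalised to no-enzyme and no-compound control wells.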
Tb PYK inh: inhibitors of Trypanosoma brucei pyruvate kinase; TbPYK enzyme, Kinase-Glo Plus ATP luminescence, 45 min; Potency, µM (doses to about 76.8 µM), without a hit: at the highest dose activity, negative = inhibition, hits mostly inhibitors; hit rate 0.12% among 410,000; further: potency means the concentration at half of the fitted maximal effect; nearly all actives have a fitted effect of over 50% in size
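Screened from lowest to highest concentration, compounds were pinned into TbPYK/substrate mixtures, and ADP (130 uM final) was added. Plates sat at room temperature for 45 min prior to Kinase-Glo Plus detection by luminescence.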
AmpC inh detg: blocks E. coli AmpC beta-lactamase in detergent assay | P00811 | AmpC hydrolysis of nitrocefin, absorbance 480 nm, 0.01% Triton | Potency, µM (titrated, usually from 114 µM), without a hit: at the highest dose activity change, negative = inhibition, actives largely listed as inhibitors | hit rate 0.041% among 370,000;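 further: potency means the concentration at half of the fitted maximal effect; 0% = no-compound wells and -100% = no-enzyme wells; nearly all actives have a fitted effect of over 25% in size; some results filed as inactive show a strong effect at the top dose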
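20 mM phosphate pH 7.0 + 0.01% (detergent screen) or 0.0001% Triton X-100; 5.3 nM AmpC reagent; cpd preinc 15 min RT; nitrocefin (800 uM stock) to start; A480 q20 s × 4 min; Activity was normalised to no-enzyme and no-compound control wells.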
* marks the source's active call; other numbers are inactive results; ? = inconclusive; · = not tested or not shown; & = joins results of further samples; [ ] = remark or other dose. Unless noted, the call rests on the fitted dose curve; in most records, active means well fitted curve in the direction sought with a large enough effect; inconclusive means small, poorly fitted or top-dose-only effect, or another doubt; inactive means no such curve, though single readings can be large; an effect the other way counts as inactive or inconclusive. Unless noted, on the % scale 0 is the no-effect control and ±100 the full control effect.

SMILES | HCMV antiviral | HCV inh | LmPK inhibitor | AMA1-RON2 inh | AmpC no deterg | Tb PYK inh | AmpC inh detg
Cn1c(=O)c2c(nc(SCC(=O)N3CCc4ccccc43)n2Cc2ccccc2)n(C)c1=O | · | 0% | -2% | · | -23% | · | ?
O=C(N/N=C/c1cccc(F)c1)c1cc(-c2ccco2)nc2ccccc12 | 20 | ? | 3% | 11% | -42% | -3% | -5%
Cc1cc(=O)oc(C)c1C(=O)Nc1cccc(F)c1 | -15 | 8% | -1% | -10% | -5% | 2% | -1%
CC(c1cccs1)N(C)Cc1nc(CCc2ccccc2)no1 (stereo unspecified) | 23 | 10% | -6% | 20% | 0% | -1% | 7%
C=CCc1cccc2cc(C(=O)Nc3ccc(CC(=O)O)cc3)c(=O)oc12 | ? | -15% | 2% | 8% | -17% | -1% | -9%
COc1ccc(OC)c(NC(=O)COC(=O)COc2c(Cl)cc(Cl)c3ccc(C)nc23)c1 | 0 | 3% | · | -14% | · | 2% | ·
CC(C)(C)N1C(=O)c2ccc(C(=O)Nc3nccs3)cc2C1=O | 30 | -18% | 3% | 22% | -24% | -4% | ?
CCCCCCn1c(O)c(C=Nc2c(C)n(C)n(-c3ccccc3)c2=O)c(=O)[nH]c1=O | -27 | ? | -4% | 5% | -3% | -2% | ?
Cc1ccc(NC(=O)CN(C)C(=O)c2ccc3[nH]c4c(c3c2)CC(C)CC4)cc1 (stereo unspecified) | -29 | ? | · | 32%[activator][11.6 µM] | 13% | -9% | -8%
O=C1NC(c2cccc(Cl)c2)Oc2ccccc21 (stereo unspecified) | -4 | 28% | 1% | 10% | -7% | -9% | ?
COCC(=O)Nc1cc(C)c2c(=O)oc3ccccc3c2n1 | -8 | ? | -1% | -1% | -18% | -2% | 5%
O=C(Cc1ccccc1)N/N=C/c1ccccc1F | · | 5% | -1% | · | -5% | · | 5%
COc1ccccc1Cn1c(C)c(C(=O)NCc2ccc3c(c2)OCCO3)sc1=O | ? | · | · | -20% | · | 3% | ·
O=C(c1ccc(S(=O)(=O)N2CCCC2)cc1)N(c1ccccc1)C1C=CS(=O)(=O)C1 (stereo unspecified) | -9 | 14% | 2% | 7% | 2% | -7% | ?
Cc1cccc(NC(=O)COC(=O)c2ccccc2-c2nc3ccccc3s2)c1C | -10 | ? | 7% | -3% | -14% | 1% | -7%
CCn1c(C)cc2c(c1=O)C(c1ccncc1)C(C#N)=C(N)O2 (stereo unspecified) | 2 | 24% | -8% | 10% | -10% | 4% | -10%
CCOc1ccccc1N1CCN(C(=O)c2c(-c3c(F)cccc3Cl)noc2C)CC1 | 23 | ? | · | 0% | · | -5% | ·
CCc1nc2ccc(C(=O)N(C)CC(=O)Nc3ccc(F)c(F)c3F)cc2nc1CC | -4 | ? | · | -3% | 6% | 12% | -12%
O=C(COc1ccc2c(-c3ccccc3)cc(=O)oc2c1)N[C@@H](Cc1c[nH]c2ccc(O)cc12)C(=O)O | 19 | ? | 0% | -6% | -36% | -2% | ?
O=C(NCCCN1CCCC1=O)c1cc(-c2cccnc2)nc2ccc(Cl)cc12 | -33 | -2% | -1% | 3% | 90%[activator] | 3% | ?
CC(C)CNC(=S)NC1CC2CCCC(C1)N2Cc1cccs1 (stereo unspecified) | 10 | -4% | 11% | -9% | 8% | -2% | 1%
O=C(NCCc1ccccc1)c1ccc2c(c1)S(=O)(=O)c1cc(Cl)ccc1C2=O | 10 | ? | · | -3% | -19% | 0% | -3%
CCOC(=O)COn1c(=O)c(-c2ccc(OC)cc2)[n+]([O-])c2ccccc21 | -61* | 18% | -1% | 0% | -11% | -4% | 0%
Cc1cc(Cl)ccc1NC(=O)/C=N/O | 3 | 10% | 4% | -5% | -17% | 0% | 1%
CCCN(CCC)C(=O)Nc1cc(Cl)ccc1OC | 28 | -14% | 2% | 18% | -1% | -4% | 5%

4 compounds from above, reduced to AMA1-RON2 inh and HCV inh.
structure	AMA1-RON2 inh	HCV inh
COCC(=O)Nc1cc(C)c2c(=O)oc3ccccc3c2n1	-1%	?
C=CCc1cccc2cc(C(=O)Nc3ccc(CC(=O)O)cc3)c(=O)oc12	8%	-15%
CCc1nc2ccc(C(=O)N(C)CC(=O)Nc3ccc(F)c(F)c3F)cc2nc1CC	-3%	?
O=C(NCCc1ccccc1)c1ccc2c(c1)S(=O)(=O)c1cc(Cl)ccc1C2=O	-3%	?

More records follow.
SMILES | HCMV antiviral | HCV inh | LmPK inhibitor | AMA1-RON2 inh | AmpC no deterg | Tb PYK inh | AmpC inh detg
O=C1CN(C(=O)COc2ccc(Br)cc2F)c2ccccc2N1 | -21 | -1% | 1% | -5% | -6% | -15% | -5%
Cc1cc(S(=O)(=O)N2CCN(c3ccc(F)cc3)CC2)c(C)s1 | 0 | -27% | 1% | -9% | -27% | 0% | -10%
COc1c(C)cc(C(=O)C2CCCN(C(=O)c3cc(C)nc(C)n3)C2)cc1C (stereo unspecified) | 0 | -7% | 3% | 5% | -3% | -5% | -3%
CC(=O)NC1=C(C#N)C(c2ccccc2)c2c(ccc3ccccc23)O1 (stereo unspecified) | 32 | ? | 3% | -11% | 12% | -4% | -2%
O=C1NC(Nc2ccccn2)(C(F)(F)F)C(=O)N1c1ccc(F)cc1 (stereo unspecified) | -3 | 7% | -13% | 0% | -14% | 0% | 3%
COCCNc1nc(C(C)(C)C)nc2c1nnn2Cc1ccccc1Cl | · | 8% | -7% | 22% | -8% | -6% | 0%
COC(=O)c1ccc(NC(=O)C2CCCN2S(=O)(=O)c2ccc(C)cc2)cc1 (stereo unspecified) | 11 | -9% | 5% | -1% | -20% | 1% | -4%
CC(=O)Nc1ccc(NC(=O)CNC(=O)COc2ccccc2)cc1 | 0 | 6% | 1% | -3% | 1% | 2% | 3%
O=C(CN1C(=O)NC2(CCc3ccccc32)C1=O)c1ccc(Br)s1 (stereo unspecified) | ? | 12% | · | 14%[11.6 µM] | -27% | -19% | 4%
O=C(Nc1ccc2[nH]c(=O)[nH]c2c1)c1ccc(Br)o1 | · | 22% | 0% | -14% | -15% | 1% | -5%
Cn1c(N)c(C(=O)COC(=O)CCc2c[nH]c3ccccc23)c(=O)n(C)c1=O | 42 | 4% | 3% | -5% | -9% | 3% | ?
O=C(Nc1ccccc1OCc1cc(=O)n2ccccc2n1)c1ccccc1F | -5 | · | · | · | · | 20% | 11%
CC(=O)Nc1cccc(N2CCCC2=O)c1 | -14 | 15% | 3% | 6% | -21% | -4% | -13%
CC(C)(C)c1cc(NC(=O)c2cccnc2)no1 | 21 | 14% | -26% | 8% | -7% | -4% | ?
O=C(CCS(=O)(=O)c1ccccc1)Nc1ccc(N2CCN(Cc3ccccc3)CC2)cc1 | -29 | ? | · | -12%[11.6 µM] | 31% | 2% | 6%
COc1ccccc1-n1c(=O)n(C)c2c(C(N)=O)nc(-c3cccc(OC)c3OC)nc21 | 11 | · | · | · | · | 3% | 15%
Cc1ccc2c(c1)N(C(=O)CCC(=O)NCCCN1CCOCC1)CCO2 | 45 | 7% | -3% | -2% | -7% | 2% | ?
CCOc1ccc(S(=O)(=O)N2CCN(c3ccccc3)CC2)c2cccnc12 | ? | -19% | -5% | -9% | 174%[activator] | -3% | ?
CCCCCCNC(=O)N1C/C=C\C(c2ccc(OC)cc2)N(Cc2ccc(F)cc2)C(=O)C1 (stereo unspecified) | 11 | ? | 1% | 8% | 63%[activator] | 3% | -8%
O=C(CSCc1c(Cl)cccc1Cl)Nc1ccc2c(c1)OCO2 | -24 | -26% | 2% | -13% | -32% | -2% | -7%
COc1cc(/C=C2\SC(=N)N(c3ccc4c(c3)OCO4)C2=O)cc(OC)c1O | -37 | -14% | -1% | -24% | -28% | -3% | ?
CCCN(CCC)C(=O)CN1C(=O)CSc2ccc(S(=O)(=O)N3CCC(C)CC3)cc21 | -38 | · | · | · | · | -10% | -1%
Cc1ccc(C(C)C)c(OCC(=O)N/N=C/c2cccn2C)c1 | -33 | ? | 5% | -14% | -17% | 1% | -4%
CC1(C)CC2(CCO1)OC(=O)CC2C(=O)Nc1ccc(Cl)cc1[N+](=O)[O-] (stereo unspecified) | 2 | 17% | 1% | 19% | -4% | -6% | 8%
CCOC(=O)c1ccc(NC(=O)Nc2cc(C)on2)cc1 | -26 | ? | -6% | 3% | -55% | -5% | -12%

Quoted from the listing:
O=C1CN(C(=O)COc2ccc(Br)cc2F)c2ccccc2N1 – AmpC no deterg: -6%
CC(C)(C)c1cc(NC(=O)c2cccnc2)no1 – LmPK inhibitor: -26%

Additional entries follow.
SMILES | HCMV antiviral | HCV inh | LmPK inhibitor | AMA1-RON2 inh | AmpC no deterg | Tb PYK inh | AmpC inh detg
CCOc1ccc(NC(=O)COC(=O)Cn2cnnn2)cc1OCC | 6 | 17% | 6% | 5% | 0% | -15% | 3%
Cc1ccc2cc(CCl)c(Cl)nc2c1 | 5 | 10µM* | 1% | ? | -36% | -9% | -3%
NC(=S)NN=C1c2ccccc2-c2ccccc21 | -87* | 6.3µM* | -10% | 41%[activator] | -38% | -1% | 0%
CNC(=O)/C(C#N)=C\c1cc(C)n(-c2ccc(N3CCOCC3)cc2)c1C | -13 | 3% | 4% | 11% | 3% | -5% | 7%
COC(=O)C(NC(=O)CCc1c(C)nc2c(c(C)nn2-c2ccccc2)c1C)C(C)C (stereo unspecified) | 7&-5 | ? | 0% | 27% | 150%[activator] | 2%&-2% | 1%&16%
O=C(Nc1ccc(NC(=O)c2ccccc2O)cc1)Nc1ccc(F)cc1F | ? | ? | 1% | -7% | -50% | -21% | 2%
CCOC(=O)c1cccc(NC(=O)C2CCN(S(=O)(=O)c3cnc[nH]3)CC2)c1 | 3 | -3% | 8% | 14% | -11% | 2% | -13%
COc1ccc(NC(=O)CN2C(=O)NC3(CCCCC3C)C2=O)cc1OC (stereo unspecified) | 10 | 23% | · | 1% | -8% | -3% | ?
CN1C(C(=O)NCc2cccs2)=CC(c2ccc(F)cc2)=NS1(=O)=O | -19 | 13% | -4% | -12% | -26% | 11% | -8%
CC1(C)NC(=O)N(CC(O)COc2ccccc2C(=O)N2CCCCC2)C1=O (stereo unspecified) | 56 | 10% | 5% | 11% | -6% | 2% | -14%
CC[C@@H](C(N)=O)N1CCCC1=O | · | · | 1% | · | -7% | · | -7%
Cc1cc(C)c(C(=O)COC(=O)c2cc([N+](=O)[O-])ccc2N2CCOCC2)cc1C | 2 | -22% | · | 0% | -11% | 1% | ?

Screening data deposited in PubChem BioAssay by National Center for Advancing Translational Sciences (NCATS).
